Assay outcomes from PubChem.
Phagocytosis inh: inhibitors of macrophage phagocytosis; J774A.1 macrophage IgG-bead phagocytosis, imaging; inhibition, % at 5 µM; 110,000 tested, 0.07% active;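 active = inhibition above the mean of the plate negative controls plus 5 SD, cut at about 13% in these data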;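 note: phagocytic index as fraction of beads internalized from green versus red external bead signal; plate controls were DMSO negative control for no effect and cytochalasin-D positive control for full effect; some results beyond the cut were filed as inactive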
E-sel TNF inh: blocks E-selectin expression induced by TNF alpha | HUVEC TNFa-induced E-selectin immunofluorescence, high content | inhibition, % at 2 µM | 120,000 tested, 0.71% active;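 active = inhibition above the batch mean plus 3 SD, and confirmed as a hit on visual image review, cut at about 43% in these data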;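 note: 0% = TNF-stimulated DMSO wells and 100% = unstimulated control wells; not every result past the cut was called active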
Yeast growth inh: yeast BB579 growth reduction in restrictive medium | S. cerevisiae BB579 growth, OD615, 48 h | inhibition, % at 10 µM | 140,000 tested, 0.51% active | AID 804;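 active = inhibition above a set limit, 3 SD over the mean compound inhibition, cut at about 44% in these data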; note: inactives centre near -24
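Test system: Saccharomyces cerevisiae DeaD strain BB579, replicative lifespan model yeast | Buffer or medium: Restrictive CSMM-D medium | Doses: One dose, 10 µM compound with 0.25% DMSO | Incubation: 48 h exposure, 30 °C | Detection: Culture absorbance at 615 nm | Control set: Amphotericin B at 10 µg/mL as positive control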
MRP1 act: MRP-1 activation; H69AR cells + doxorubicin, viability rescue, CellTiter-Glo; viability increase, % at 10 µM; 140,000 tested, 0.61% active; AID 799;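 active = viability gain under doxorubicin at or above a set limit, the compound median plus 3 SD, cut at about 4.7% in these data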;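 note: MRP-1 overexpressing cells given doxorubicin 25 µM after compound pretreatment; 18-22 h compound pretreatment then 72 h with doxorubicin before readout; 0% = doxorubicin-only wells and 100% = vehicle-treated cells without doxorubicin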
Yeast lifespan up: yeast lifespan extension; S. cerevisiae growth with nicotinamide, OD615; deaD strain in restrictive glucose medium; inhibition of the nicotinamide effect, % at 10 µM; 130,000 tested, 0.68% active;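 active = inhibition above a set limit, placed 3 SD over the median of all compounds, cut at about 26% in these data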;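 note: 0% = nicotinamide-treated wells and 100% = cells grown without nicotinamide; some compounds called inactive have numbers as strong as hits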
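System: DeaD-strain S. cerevisiae / Buffer or medium: CSMM-D, restrictive glucose (dextrose) synthetic minimal medium / Probe or stimulus: nicotinamide, 1.5 mM, co-present with compound / Compound: one concentration, 10 µM, DMSO 0.25% / Incubation: 48 h compound exposure at 30 °C, humidified / Technique: optical density (absorbance) at 615 nm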
bCat KO growth: beta-catenin-lacking colon tumor cell growth suppression. HCT116 beta-catenin knockout viability, CellTiter-Glo, 60 h; active compounds read low. viability, % at 10 µM. 140,000 tested, 1.5% active;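 active = viability at or under a set limit, the compound median less 4 SD, cut at about 6% in these data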;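 note: 0% = Hyamine 1622 control at 20 µM and 100% = untreated cell control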
PTEN del growth: suppresses growth of cells with PTEN deletion; HCT116 PTEN-null viability, CellTiter-Glo, 60 h; active compounds read low; viability, % at 10 µM; 140,000 tested, 1.2% active; AID 827;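 active = viability at or below a set limit, 4 SD under the median of all tested compounds, cut at about 3.7% in these data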;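 note: PTEN knockout HCT116 line with beta catenin targeted HCT116 as companion control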
NPY Y2 blocker: NPY-Y2 (human) receptor antagonism; P49146; AID 793; NPY-Y2 expressing cells, antagonist mode; 140,000 tested, 0.99% active; inhibition, % at 2.7 µM; in the data active = inhibition above about 17%;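 note: 0% = vehicle with agonist challenge and 100% = reference antagonist with challenge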
Target sequence (P49146 whole entry, looked up): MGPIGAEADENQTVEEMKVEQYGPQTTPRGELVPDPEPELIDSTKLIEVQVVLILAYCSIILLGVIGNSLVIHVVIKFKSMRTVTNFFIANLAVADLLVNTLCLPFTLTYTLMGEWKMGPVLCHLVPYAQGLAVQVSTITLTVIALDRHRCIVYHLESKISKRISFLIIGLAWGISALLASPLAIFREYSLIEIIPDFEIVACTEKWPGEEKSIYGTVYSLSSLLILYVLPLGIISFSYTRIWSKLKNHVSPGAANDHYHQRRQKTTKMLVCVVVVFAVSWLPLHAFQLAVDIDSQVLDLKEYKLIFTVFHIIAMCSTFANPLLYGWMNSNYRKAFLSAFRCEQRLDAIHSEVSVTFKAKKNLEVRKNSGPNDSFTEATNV
Measles CPE: protection of cells from measles virus. 140,000 tested, 1.5% active. AID 841. Measles virus-infected cells, CPE protection, absorbance. protection (pct of control), % at 4 µM; in the data active = protection mostly above about 24%, no sharp cut-off; inactive = mostly below about 26%; note: some compounds called inactive have numbers as strong as hits
GALR2 antag: GALR2 (human) receptor antagonism | AID 828 | 140,000 tested, 0.39% active | GALR2-expressing cells, antagonist mode | inhibition, % at 4 µM | O43603; in the data active = inhibition above about 27%;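 note: cells stimulated with galanin 1-16 at roughly its EC80; 0% = agonist challenge control and 100% = basal control without agonist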
Target sequence (O43603 whole entry, looked up): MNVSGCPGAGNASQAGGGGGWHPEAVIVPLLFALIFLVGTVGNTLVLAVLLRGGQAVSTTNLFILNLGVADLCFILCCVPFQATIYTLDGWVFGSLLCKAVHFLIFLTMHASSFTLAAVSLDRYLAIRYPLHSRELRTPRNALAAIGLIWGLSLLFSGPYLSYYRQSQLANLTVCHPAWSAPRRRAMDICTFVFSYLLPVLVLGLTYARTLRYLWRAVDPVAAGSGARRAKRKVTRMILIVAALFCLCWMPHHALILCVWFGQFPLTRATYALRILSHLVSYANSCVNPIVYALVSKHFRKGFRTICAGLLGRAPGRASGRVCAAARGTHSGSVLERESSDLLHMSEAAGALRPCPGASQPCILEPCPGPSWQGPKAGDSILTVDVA
The depositor's hits bear a star; x = no result given.

smiles | Yeast lifespan up | MRP1 act | GALR2 antag | Measles CPE | E-sel TNF inh | bCat KO growth | PTEN del growth | NPY Y2 blocker | Phagocytosis inh | Yeast growth inh
COc1ccc(NC(=O)COC(=O)/C=C/c2ccccc2[N+](=O)[O-])cc1OC | -6.2 | -0.1 | 6.6 | 21.9 | x | 79.6 | 99.1 | 1.1 | -0.8 | -21.9
CN(c1cccc(NS(=O)(=O)c2cccs2)c1)S(C)(=O)=O | -3.0 | -0.2 | 6.1 | 10.4 | 30.6 | 94.0 | 96.8 | -2.9 | 2.1 | -10.0
COc1cc(C2NC(=O)NC(C)=C2C(=O)OCc2ccc(C)cc2)cc(OC)c1O (centres undefined) | -5.0 | 0.8 | -3.1 | 20.2 | x | 89.5 | 85.9 | 10.3 | -2.4 | -23.5
N#Cc1c(Cl)nc(N/N=C/c2ccccc2)c(Cl)c1Cl | -7.7 | -1.2 | 21.0 | 3.5 | 10.9 | 2.8* | 1.6* | -1.1 | -0.8 | -16.4
CCOc1ncccc1C(=O)N1CCN(Cc2ccc3c(c2)OCO3)CC1 | -7.4 | -2.2 | 10.6 | 7.9 | -14.3 | 85.0 | 85.9 | 0.2 | -0.1 | -3.3
Cc1[nH]c(=S)[nH]c(=O)c1Cc1ccccc1 | -5.3 | -2.0 | 4.0 | 0.1 | -19.7 | 94.2 | 101.1 | 0.1 | -2.9 | -24.1
COc1ccc(OC)c(NC(=O)CSc2nnc(Cc3cccn3C)n2CCc2ccccc2)c1 | 1.0 | -5.0 | 4.2 | 5.0 | -14.9 | 79.4 | 76.5 | -1.5 | -4.8 | 0.3
CC12C=CC3(CN(Cc4ccccc4)C(=O)C3C1C(=O)NC1CC1)O2 (centres undefined) | -9.0 | -2.9 | 7.3 | 3.6 | -6.3 | 85.7 | 84.1 | -0.9 | -0.3 | -25.4
O=C(Nc1cccc(S(=O)(=O)N2CCOCC2)c1)c1ccc(N2CCOCC2)c([N+](=O)[O-])c1 | -1.3 | -1.4 | -0.5 | 19.7 | -25.9 | 91.9 | 87.2 | -0.1 | x | -29.2
CC1Cc2nc(SCC(=O)NCC3CCCO3)n(Cc3ccccc3)c(=O)c2S1 (centres undefined) | x | -1.2 | 2.4 | 7.6 | -2.5 | 95.0 | 95.9 | 5.9 | x | -25.0
CC(=O)N1N=C(c2cccc([N+](=O)[O-])c2)OC1(C)CC(=O)Nc1ccccc1 (centres undefined) | -5.0 | -1.8 | 2.4 | 5.8 | 18.9 | 95.5 | 81.8 | 3.5 | -12.1 | -33.0
N#CCCN(C(=O)COC(=O)c1ccc(S(=O)(=O)Nc2ccccc2)cc1)c1ccccc1 | 0.6 | -1.5 | -1.7 | 6.2 | 3.6 | 82.1 | 92.0 | -1.2 | 3.6 | -17.7

2 entries picked at random from those above:
smiles | Yeast lifespan up | MRP1 act | GALR2 antag | Measles CPE | E-sel TNF inh | bCat KO growth | PTEN del growth | NPY Y2 blocker | Phagocytosis inh | Yeast growth inh
CC(=O)N1N=C(c2cccc([N+](=O)[O-])c2)OC1(C)CC(=O)Nc1ccccc1 (centres undefined) | -5.0 | -1.8 | 2.4 | 5.8 | 18.9 | 95.5 | 81.8 | 3.5 | -12.1 | -33.0
N#Cc1c(Cl)nc(N/N=C/c2ccccc2)c(Cl)c1Cl | -7.7 | -1.2 | 21.0 | 3.5 | 10.9 | 2.8* | 1.6* | -1.1 | -0.8 | -16.4

Further structures
smiles | Yeast lifespan up | MRP1 act | GALR2 antag | Measles CPE | E-sel TNF inh | bCat KO growth | PTEN del growth | NPY Y2 blocker | Phagocytosis inh | Yeast growth inh
O=C1Nc2c(Br)cc(Br)cc2C1(O)N1CCOCC1 (centres undefined) | -16.1 | -4.0 | -2.8 | 8.1 | -4.5 | 82.5 | 84.2 | 1.8 | x | -29.0
O=C(OC(C(=O)NC1CCCCC1)c1ccccc1)c1ccco1 (centres undefined) | x | -1.7 | 11.8 | 4.3 | 7.9 | 102.6 | 99.8 | 4.3 | x | -44.7
Cc1c(C(=O)Nc2ccc3c(c2)OCO3)sc2ncn(CC(=O)N3CC(C)CC(C)C3)c(=O)c12 (centres undefined) | -8.7 | -1.6 | -10.7 | 26.4 | x | 100.5 | 88.7 | 3.1 | 0.3 | -35.2
O=C(CSc1nc2ccccc2s1)Nc1ncccn1 | -10.5 | -1.9 | 12.2 | 32.7 | -17.6 | 90.9 | 101.3 | 3.3 | -0.1 | -19.6
Cc1nc(SCC(=O)N2CCC(C(N)=O)CC2)n[nH]1 | 4.5 | 0.9 | -9.1 | 6.9 | -2.6 | 99.9 | 107.9 | 0.2 | 3.0 | -38.4
Cc1ccc(NC(=O)C(=O)NC(C)C2COc3ccccc3O2)cc1 (centres undefined) | -17.4 | -1.1 | -4.2 | 5.8 | -12.0 | 84.2 | 85.2 | 3.3 | x | -28.5
COc1cc(C(=O)N2CCC(NC(=O)C(Cc3ccc(C)cc3)NC(C)=O)CC2)cc(OC)c1OC (centres undefined) | -2.1 | -0.7 | -1.1 | 7.8 | 6.2 | 95.2 | 104.6 | 5.8 | 0.1 | -52.8
CCOc1ccccc1NC1c2ccccc2C(=O)N1c1ccc(C)cn1 (centres undefined) | 8.3 | -1.8 | -5.8 | 0.8 | x | 83.2 | 76.7 | -0.3 | 0.0 | -39.6
Cc1ccc(NC(=O)c2scc3c2CCCC3)cc1 | -6.3 | -1.5 | 9.3 | 20.4 | -30.2 | 73.4 | 71.2 | 4.4 | x | -16.4
CCC(C)c1c(O)nc(SCC(=O)N2CCOCC2)[nH]c1=O (centres undefined) | -13.4 | -0.1 | 5.5 | 1.5 | x | 94.0 | 100.7 | -1.4 | 0.2 | -35.2
Cc1ccccc1-c1nc2ccccc2o1 | -12.4 | 1.6 | 9.3 | 3.7 | -4.9 | 101.7 | 109.4 | 6.7 | x | 3.9
CCOc1ccc(CSCCNC(=S)Nc2ccccc2)cc1 | -4.0 | -4.6 | -6.7 | 34.2 | x | 62.5 | 70.3 | 1.7 | -15.9 | -6.7

(list continues)
smiles | Yeast lifespan up | MRP1 act | GALR2 antag | Measles CPE | E-sel TNF inh | bCat KO growth | PTEN del growth | NPY Y2 blocker | Phagocytosis inh | Yeast growth inh
Cc1ccc2c(c1)N(CC(=O)N(Cc1ccc3c(c1)OCO3)CC1CCCO1)C(=O)C(C)O2 (centres undefined) | -7.9 | -3.9 | 8.8 | 7.0 | -9.6 | 93.1 | 87.6 | 11.2 | -0.6 | -41.9
COc1cc(NC(=O)CCCSc2nc(-c3ccco3)cc(C(F)(F)F)n2)cc(OC)c1OC | x | -1.5 | -11.3 | 5.9 | -2.9 | 87.2 | 72.5 | -0.6 | x | -17.8
CCOc1ccc(N2C(=O)CC(N3CCc4ccccc43)C2=O)cc1 (centres undefined) | -10.2 | 0.5 | -2.9 | 2.1 | 5.7 | 109.1 | 93.8 | 1.8 | -0.1 | 3.7
CN1CCC(NC(=O)c2cccs2)CC1 | -6.8 | -0.5 | 12.5 | 9.2 | x | 99.9 | 96.9 | 2.0 | -0.4 | 4.5
Cc1ccccc1C(=O)N[C@H](C(=O)Nc1ccc(Cl)c(Cl)c1)C(C)C | -2.7 | 1.9 | 7.5 | x | x | 79.0 | 79.4 | 1.5 | -1.8 | 0.7
CCCC(=O)c1cc2cc(Cl)ccc2oc1=O | -20.6 | -2.3 | -1.6 | 11.5 | -13.8 | 98.2 | 100.3 | -0.9 | 3.6 | -35.7
COc1ccc(CNC(=O)CSc2nc3nc(C)cc(C)n3n2)cc1 | -4.1 | -0.7 | 4.3 | 3.8 | -58.8 | 103.0 | 109.4 | 0.8 | 0.2 | -35.1
Cn1c(=O)c2nc(Cl)c(-c3ccccc3)nc2n(C)c1=O | -0.2 | -1.8 | -5.4 | 19.2 | 13.2 | 83.5 | 86.5 | 0.4 | -12.5 | -6.6
CC1CC(C)CN(S(=O)(=O)c2ccc(F)c(C(=O)Nc3ccc(Cl)cc3F)c2)C1 (centres undefined) | -7.7 | -0.1 | 1.6 | 27.1 | 4.4 | 83.6 | 84.7 | -0.5 | -1.3 | -20.9
O=C(CCS(=O)(=O)c1cccc2nsnc12)NC1CCCCC1 | -27.9 | -2.3 | -12.8 | 10.8 | x | 94.0 | 91.1 | -0.4 | x | -18.7
Cc1cccc2cc(C(c3nnnn3Cc3ccccc3)N3CCCc4ccccc43)c(=O)[nH]c12 (centres undefined) | -20.4 | -5.7 | -4.8 | 3.3 | 15.6 | 1.8* | 2.7* | 1.9 | -0.6 | -52.1
Cc1occc1C(=O)Nc1cc(C(C)(C)C)on1 | -17.1 | -0.2 | 0.3 | 5.4 | 0.2 | 49.6 | 52.1 | 4.4 | -0.2 | 30.3
COc1nc(-c2ccccc2)cc(C(F)(F)F)n1 | -15.8 | -0.5 | 3.8 | 14.5 | 8.0 | 88.2 | 94.5 | 1.3 | -2.3 | 2.8
CCOC(=O)n1c(=O)oc2ccccc21 | -4.8 | -1.8 | 2.0 | 12.0 | 0.7 | 93.3 | 104.1 | 0.8 | 1.4 | -38.2

Not a retest: entries from further up.
smiles | Yeast lifespan up | MRP1 act | GALR2 antag | Measles CPE | E-sel TNF inh | bCat KO growth | PTEN del growth | NPY Y2 blocker | Phagocytosis inh | Yeast growth inh
O=C(CCS(=O)(=O)c1cccc2nsnc12)NC1CCCCC1 | -27.9 | -2.3 | -12.8 | 10.8 | x | 94.0 | 91.1 | -0.4 | x | -18.7
Cc1cccc2cc(C(c3nnnn3Cc3ccccc3)N3CCCc4ccccc43)c(=O)[nH]c12 (centres undefined) | -20.4 | -5.7 | -4.8 | 3.3 | 15.6 | 1.8* | 2.7* | 1.9 | -0.6 | -52.1
Cc1occc1C(=O)Nc1cc(C(C)(C)C)on1 | -17.1 | -0.2 | 0.3 | 5.4 | 0.2 | 49.6 | 52.1 | 4.4 | -0.2 | 30.3
COc1nc(-c2ccccc2)cc(C(F)(F)F)n1 | -15.8 | -0.5 | 3.8 | 14.5 | 8.0 | 88.2 | 94.5 | 1.3 | -2.3 | 2.8
